USP1-UAF1 inh: Inhibitors of USP1/UAF1: Primary Screen. Ubiquitin carboxyl-terminal hydrolase 1 (Homo sapiens), O94782. recombinant USP1/UAF1, Ub-Rhodamine cleavage fluorescence. Potency, µM (top dose mostly 57.1 µM), inactives show top-dose activity change, negative = inhibition, usual class: inhibitors. actives 0.23% (n = 390,000). AID 743255, 2014; further: potency means the concentration at half of the fitted maximal effect; on the % scale 0 is the no-effect control and ±100 the full control effect; nearly all actives have a fitted effect of over 60% in size; inactives centre near -12
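USP1/UAF1 complex at 1 nM was preincubated with compound for 15 min at room temperature, then Ub-Rho substrate (150nM final) was added. Fluorescence (480/540 nm) was read kinetically, 6 reads every 60 seconds.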
TrxR1 inh: qHTS Assay for Inhibitors of Mammalian Selenoprotein Thioredoxin Reductase 1 (TrxR1): qHTS; Thioredoxin reductase 1, cytoplasmic (Rattus norvegicus), O89049; actives 1% (n = 390,000); AID 588453, 2011; recombinant rTrxR1, NADPH fluorescence consumption, selenite substrate; Potency, µM (top dose mostly 114 µM), inactives show top-dose activity change, negative = inhibition, actives largely listed as inhibitors; further: potency means the concentration at half of the fitted maximal effect; on the % scale 0 is the no-effect control and ±100 the full control effect; nearly all actives have a fitted effect of over 65% in size
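Rat TrxR1 (90 nM in the dispensed reagent) was pre-reduced with 400 uM NADPH for 5 min at room temperature, then incubated with compound for 15 min. After 400 uM selenite was added, NADPH fluorescence (Ex 340/Em 450 nm) was followed for 8 min.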
Tb PGK inh: qHTS Assay to Find Inhibitors of Phosphoglycerate Kinase. PGK/GAPDH coupled, Kinase-Glo luminescence, 60 min. Potency, µM (series often up to 57.5 µM), for inactives: top-dose activity change, negative = inhibition, most hits filed as inhibitors. actives 0.043% (n = 380,000). AID 602233, 2012; further: potency means the concentration at half of the fitted maximal effect; on the % scale 0 is the no-effect control and ±100 the full control effect; nearly all actives have a fitted effect of over 60% in size
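Luminescent ATP detection (Kinase-Glo Plus) follows a 60-minute room-temperature incubation, with wells lacking PGK as controls. Buffer: 100 mM TEA (pH 7.6), 5 mM MgCl2, 0.01% Tween-20. Coupling enzyme GAPDH (100 nM final) supplies unstable 1,3-BPG in-well.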
Pin1 inh: qHTS Assay to Find Inhibitors of Pin1 | Pin1 FP peptide displacement, HiFluor488, 10 min | actives 0.009% (n = 390,000) | Potency, µM (highest dose often 115 µM), for inactives: at the highest dose activity, negative = inhibition, most hits filed as inhibitors | AID 504891, 2011; active means well fitted inhibition curve with a large enough effect in the polarisation, with a control signal flat, not every such curve was filed as active; inconclusive means small, poorly fitted or top-dose-only effect, or effect the other way, or a change in a side signal; inactive means no such curve, though single readings can be large or run the other way; the % refers to the polarisation; further: potency means the concentration at half of the fitted maximal effect; on the % scale 0 is the no-effect control and ±100 the full control effect
TrxR1 substrate: qHTS Assay for Substrates of Mammalian Selenoprotein Thioredoxin Reductase 1 (TrxR1): qHTS | Thioredoxin reductase 1, cytoplasmic (Rattus norvegicus), O89049 | purified TrxR1 substrate turnover, NADPH consumption readout | Potency, µM (titrated, usually from 114 µM), inactives show top-dose activity change, negative = substrate turnover | actives 0.01% (n = 390,000); further: potency means the concentration at half of the fitted maximal effect; on the % scale 0 is the no-effect control and ±100 the full control effect; nearly all actives have a fitted effect of over 50% in size
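Rat TrxR1, dispensed at 90 nM, was prereduced with 400 uM NADPH (final) for 5 min at ~22 deg C, then incubated with compound 15 min before 400 uM selenite. A first-read NADPH fluorescence drop versus no-compound background flagged substrates.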
GLS inh: qHTS for Inhibitors of Glutaminase (GLS). Glutaminase kidney isoform, mitochondrial (Homo sapiens), O94925. GLS enzymatic activity, qHTS titration. Potency, µM (highest dose often 45.5 µM), without a hit: at the top dose activity change, negative = inhibition, most hits filed as inhibitors. actives 0.21% (n = 410,000); further: potency means the concentration at half of the fitted maximal effect; on the % scale 0 is the no-effect control and ±100 the full control effect
Target sequence (O94925 whole entry, looked up, canonical isoform): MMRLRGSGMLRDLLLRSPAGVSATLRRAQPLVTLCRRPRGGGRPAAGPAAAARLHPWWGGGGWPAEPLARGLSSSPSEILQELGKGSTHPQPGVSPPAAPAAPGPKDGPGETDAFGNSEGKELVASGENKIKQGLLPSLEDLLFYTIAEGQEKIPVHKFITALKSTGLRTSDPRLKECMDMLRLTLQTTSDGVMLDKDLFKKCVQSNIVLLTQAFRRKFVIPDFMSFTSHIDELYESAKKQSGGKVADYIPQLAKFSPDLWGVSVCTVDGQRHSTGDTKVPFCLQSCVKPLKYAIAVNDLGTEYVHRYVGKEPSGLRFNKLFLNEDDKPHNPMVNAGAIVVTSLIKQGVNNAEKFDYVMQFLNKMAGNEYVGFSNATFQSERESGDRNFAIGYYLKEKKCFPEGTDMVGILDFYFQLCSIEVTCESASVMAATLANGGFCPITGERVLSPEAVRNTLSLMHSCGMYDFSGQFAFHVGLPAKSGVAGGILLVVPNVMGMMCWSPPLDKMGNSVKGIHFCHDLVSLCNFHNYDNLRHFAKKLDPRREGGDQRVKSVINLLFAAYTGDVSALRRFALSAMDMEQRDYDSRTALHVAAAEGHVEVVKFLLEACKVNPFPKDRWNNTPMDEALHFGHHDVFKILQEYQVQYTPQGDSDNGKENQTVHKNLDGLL
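Human kidney-isoform GLS in 45 mM KH2PO4 pH 8.2, 0.02% Tween-20, with compound, started with 1mM L-Glutamine (added stock). Glutamate oxidase/HRP/Amplex red coupled fluorescence read at start and after 30 min at RT.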
PI4K2A inh: qHTS for small molecular inhibitors of PI4K2A | activity change, negative = inhibition, % at 76.9 µM | AID 1346378, 2018 | Phosphatidylinositol 4-kinase type 2-alpha (Homo sapiens), Q9BTU6 | actives 0.13% (n = 420,000) | purified PI4K2A, ADP-Glo luminescence, 1 h; active compounds read low; in the data active means activity change below about -50%; inconclusive means mostly about -30% to -49%;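 further: -100% = wells without enzyme as full effect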
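In this quantitative HTS, ADP production by PI4K2A was quantified luminescently after 1 h at ambient temperature; 100 microM adenosine served as plate-quality control.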
HP1b chromo inh: HTS for Inhibitors of HP1-beta Chromodomain Interactions with Methylated Histone Tails | AID 540317, 2011 | AlphaScreen HP1-beta / biotin-H3K9me3 peptide binding | actives 0.56% (n = 390,000) | Potency, µM (titrated, usually from 114 µM), inactives show at the highest dose activity change, negative = inhibition, actives largely listed as inhibitors | Chromobox protein homolog 1 (Homo sapiens), P83916; further: potency means the concentration at half of the fitted maximal effect; nearly all actives have a fitted effect of over 70% in size; inactives centre near 23
Target sequence (P83916 whole entry, looked up): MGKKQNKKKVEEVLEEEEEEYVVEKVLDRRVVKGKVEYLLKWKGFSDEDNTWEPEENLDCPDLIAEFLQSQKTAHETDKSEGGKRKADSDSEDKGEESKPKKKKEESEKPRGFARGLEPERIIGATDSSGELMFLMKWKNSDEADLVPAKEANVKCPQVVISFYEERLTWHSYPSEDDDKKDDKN
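AlphaScreen: HP1-beta (50 nM) preformed 30 min with biotin-H3(1-18)K9me3 peptide (50 nM) in PBS pH 7.4, 0.01% Tween-20. Compound added for 30 min at RT, then streptavidin donor/nickel chelate acceptor beads (10 ug/mL) for 30 min.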
mIDH1 inhibitor: qHTS for Inhibitors of mutant isocitrate dehydrogenase 1 (IDH1): qHTS; IDH1-R132H enzyme, NADPH consumption, diaphorase/resazurin fluorescence; Potency, µM (top dose mostly 76.6 µM), for inactives: top-dose activity change, negative = inhibition, hits mostly inhibitors; actives 0.093% (n = 390,000); further: potency means the concentration at half of the fitted maximal effect; on the % scale 0 is the no-effect control and ±100 the full control effect; nearly all actives have a fitted effect of over 65% in size
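IDH1-R132H (0.5 ug/mL) preincubated 30 min with compound, then NADPH (0.016 mM) and alpha-KG (2 mM) added; 80 min at RT, pH 7.5. Remaining NADPH coupled via diaphorase/resazurin to fluorescence (540/590 nm); concentration-response curves normalized to no-enzyme control.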
Starred values were filed as active, the others as inactive; i = inactive; ? = inconclusive; · = no result given; [ ] = another dose, or the depositor's remark. Unless noted, the call rests on the fitted dose curve; in most records, active means well fitted curve in the direction sought with a large enough effect; inconclusive means small, poorly fitted or top-dose-only effect, or another doubt; inactive means no such curve, though single readings can be large; an effect the other way counts as inactive or inconclusive. This is a subset, so the mix of outcomes need not match the whole.

compound,USP1-UAF1 inh,TrxR1 inh,Tb PGK inh,Pin1 inh,TrxR1 substrate,GLS inh,PI4K2A inh,HP1b chromo inh,mIDH1 inhibitor
COc1ccc(C(C)=O)cc1CSC(=N)N,3%,-3%,-5%,-1%,-4%,1%,0,42%[activator],-2%
CCOC(=O)c1cc2nc(-c3ccccc3)cc(C)n2n1,-15%,21%[57.1 µM],-3%,-1%,28%,0%,-9,57%[activator],-1%
COc1cc(OC)cc(C(=O)NNc2nc3cc4c(cc3s2)OCO4)c1,-21%,5%[57.1 µM],1%,-7%,6%[57.1 µM],3%,0,17%,0%
Cc1noc(C)c1COc1ccccc1C(=O)N(C)Cc1ccc(C(C)(C)C)cc1,-22%,-7%,3%,-13%,-14%,-2%,-3,22%,-6%
Cc1sc2ncn3c(C)nnc3c2c1C,-5%,-6%,0%,-9%,-1%,-5%,-15,14%,2%
COc1cc(Cl)c(C)cc1NC(=O)CN1CCN(C(=O)c2cccs2)CC1,-18%,·,-2%,·,·,-5%,-3,·,6%
O=C1CCC(C(=O)NC2(C(=O)NC3CCCCC3)CCCCC2)N1 (centres undefined),-15%,2%,-9%,-11%,-1%,-10%,4,26%,12%
Fc1ccc(-c2nnc(N3CCOCC3)c3ccccc23)cc1F,1%,-5%[57.1 µM],-3%,-7%,-6%[57.1 µM],3%,0,-15%,-2%
CCn1c(SCC(=O)Nc2cc(Cl)ccc2OC)nnc1C1CC1,-24%,26%[57.1 µM],0%,-7%,12%[57.1 µM],0%,1,18%,7%
O=C(NCC1CC1)Nc1ccccc1,-24%,22%,-9%,0%,4%,-12%,-1,49%[activator],1%
CCN(CC)S(=O)(=O)c1ccc(NC(=O)COC(=O)c2cc(S(=O)(=O)Nc3ccc(OC)cc3)ccc2O)cc1,-17%,19%[57.1 µM],i,29%,-6%[57.1 µM],-6%,1,24%,2%
Cc1ccc(NC(=O)Cn2c(C)cc(C)c(C#N)c2=O)cc1F,1%,6%[57.1 µM],-5%,-2%,2%[57.1 µM],-6%,-1,38%,0%
CC1CCc2nc3ccc(S(=O)(=O)N4CCC(C(=O)NC(C)c5ccccc5)CC4)cc3c(C(=O)O)c2C1 (centres undefined),-25%,2%,-3%,2%,0%,-5%,3,13%,15%
O=C(O)C1CCCCC1C(=O)Nc1ccc(Cl)cc1Cl (centres undefined),0%,20%[57.1 µM],i,2%,9%[57.1 µM],0%,8,19%,4%
CCOc1ccc(CCNC(=O)c2cc(-c3ccccc3)c(N3CCOCC3)s2)cc1OCC,-1%,32%,3%,-1%,1%,3%,-1,32%,-6%
Cc1ccnc(NC(=O)CN2C(=O)c3ccccc3C2=O)c1,-13%,19%[57.1 µM],-1%,0%,5%[57.1 µM],-1%,0,-4%,-8%
O=C(O)c1cn(-c2ccccc2)nc1-c1ccc(F)cc1,-14%,19%,-5%,-2%,10%,2%,0,21%[57 µM],3%
O=C(CC(=O)c1ccccc1O)c1cccc(F)c1,-10%,-13%,0%,-5%,-12%,23%,4,4%,6%
COCCNC(=O)CSc1nc2ccc(N3CCOCC3)cc2c(=O)n1CCc1ccccc1,-6%,-23%,-7%,-5%,13%,-2%,1,32%,-1%
O=C(CSc1nnnn1-c1cccc2ccccc12)N1CCOCC1,-9%,-16%,-1%,-1%,-9%,-8%,1,52%[activator],-2%
COc1cc(CC(=O)OCC(=O)N2CC(=O)Nc3ccccc32)cc(OC)c1OC,-4%,5%[57.1 µM],-1%,?,-5%[57.1 µM],3%,2,31%,3%
O=[N+]([O-])c1cc([N+](=O)[O-])c(Oc2cncc(Cl)c2)cc1NC1CCCCCCC1,-28%,-6%,-3%,-7%,-5%,8%,-2,?,-5%
CC(NC(=O)c1ccc(NC(=O)CC2SC(N3CCCC3)=NC2=O)cc1)c1ccc(S(N)(=O)=O)cc1 (centres undefined),-8%,2%[57.1 µM],6%,11%,5%[57.1 µM],-11%,3,17%,7%
COC(=O)c1c(NC(=O)c2nc3nc(C)cc(C(F)F)n3n2)sc2c1CCC2,-16%,11%,·,?,8%[57.1 µM],5%,-3,6%,8%
COC(=O)C1(Cc2cc(-c3cccc(Br)c3)no2)CCN(C(=O)OC(C)(C)C)CC1,-28%,8%[57.1 µM],-10%,?,2%[57.1 µM],2%,-2,63%[activator],4%
Cc1cc(C)c(NC(=O)c2sc3nc4c(cc3c2N)C(=O)CC(C)(C)C4)c(C)c1,-23%,24%,-3%,1%,-3%,10%,-3,16%,-2%
Cc1ccc(CSc2nnc(SCC(=O)N/N=C/C=C/c3ccccc3[N+](=O)[O-])s2)cc1,-16%,-7%,-2%,-4%,-13%,3%,0,14%,3%
CCN(CC)c1ccc(CN(C(=O)c2cc(=O)c3ccccc3o2)C2CCS(=O)(=O)C2)cc1 (centres undefined),1%,-1%,-1%,-16%,-8%,38%[activator],0,-7%,6%
CN(C)c1nc(=Nc2cccc(Cl)c2)ss1,-23%,17%[57.1 µM],-6%,-1%,-2%[57.1 µM],1%,-3,-2%,5%
Cc1ccc(-c2ccc(CCC(=O)O)o2)cc1,1%,22µM*,-8%,1%,11%,3%,1,-15%,4%

Next section; the last two above are carried over.
| SMILES | USP1-UAF1 inh | TrxR1 inh | Tb PGK inh | Pin1 inh | TrxR1 substrate | GLS inh | PI4K2A inh | HP1b chromo inh | mIDH1 inhibitor |
| --- | --- | --- | --- | --- | --- | --- | --- | --- | --- |
| CN(C)c1nc(=Nc2cccc(Cl)c2)ss1 | -23% | 17%[57.1 µM] | -6% | -1% | -2%[57.1 µM] | 1% | -3 | -2% | 5% |
| Cc1ccc(-c2ccc(CCC(=O)O)o2)cc1 | 1% | 22µM* | -8% | 1% | 11% | 3% | 1 | -15% | 4% |
| COC(=O)CSC1=C(C#N)C(c2ccsc2)CC(=O)N1 (centres undefined) | -3% | -3% | 3% | 1% | -4% | 20% | -2 | 33% | 6% |
| O=C(O)CCn1cc(C2CC(c3ccccc3)=NN2c2ccccc2)c(-c2ccccc2)n1 (centres undefined) | -17% | -28% | -13% | ? | 200%[activator] | 5% | 1 | 82%[activator] | -2% |
| O=C(c1cc(F)c(F)cc1Cl)N1CCN(S(=O)(=O)c2cccs2)CC1 | -10% | 11%[57.1 µM] | -10% | 0% | 3%[57.1 µM] | -6% | -1 | 44%[activator] | -7% |
| CC(=O)OC[C@H]1O[C@@H](n2ccc(=O)[nH]c2=S)C(OC(C)=O)C1OC(C)=O (some centres undefined) | -14% | 10% | -8% | -4% | 6% | 6% | 1 | 18% | 0% |

In the list so far, these have a nitro group on carbon:
| SMILES | USP1-UAF1 inh | TrxR1 inh | Tb PGK inh | Pin1 inh | TrxR1 substrate | GLS inh | PI4K2A inh | HP1b chromo inh | mIDH1 inhibitor |
| --- | --- | --- | --- | --- | --- | --- | --- | --- | --- |
| O=[N+]([O-])c1cc([N+](=O)[O-])c(Oc2cncc(Cl)c2)cc1NC1CCCCCCC1 | -28% | -6% | -3% | -7% | -5% | 8% | -2 | ? | -5% |
| Cc1ccc(CSc2nnc(SCC(=O)N/N=C/C=C/c3ccccc3[N+](=O)[O-])s2)cc1 | -16% | -7% | -2% | -4% | -13% | 3% | 0 | 14% | 3% |
